# aSyn yeast inh: qHTS of alpha-syn Inhibitors; Yeast expressing alpha-synuclein, growth rescue, BacTiter-Glo, 24 h; Potency, µM (titrated, usually from 46.1 µM), for the others: top-dose growth rescue (activation), most hits filed as activators; hit rate 0.14% among 370,000; AID 652106, 2013; note: potency is the fitted concentration of half-maximal effect; % of control where 0% means no effect; nearly all actives have a fitted effect of over 65% in size
#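 Galactose-induced alpha-syn yeast (OD600=0.02, raffinose-pregrown) + pinned cpd, 24 hr, 30 deg C; growth by BacTiter-Glo luminescence. Growth restoration scores as activation.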
# DRD3 antagonist: qHTS of D3 Dopamine Receptor Antagonist: qHTS; D3R cells, DiscoveRx beta-arrestin luminescence, antagonist mode; hits give low values; max response, negative = inhibition, %; AID 652054, 2013; hit rate 2.5% among 360,000; in the data active = max response below about -50%; inconclusive = no clear call, values can overlap the other calls; note: % is set by controls: 0 for no effect and ±100 for the full control effect; mostly tested at two doses, the higher about 12 µM
#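 Cells expressing the human receptor were seeded at 1500 cells/well, incubated overnight at 37 degrees C in 5% CO2, then exposed to library compounds with dopamine controls for 90 minutes at 37 degrees C before luminescent detection.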
# FUS suppressor: qHTS for Suppressors of FUS Proteinopathy: Primary screen using FUS-linked yeast assay. S. cerevisiae FUS-expressing, growth rescue, OD600, 24 h. Potency, µM (series often up to 76.6 µM), inactives show top-dose growth rescue (activation), usual class: activators. hit rate 0.24% among 390,000;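 note: potency is the fitted concentration of half-maximal effect; plate controls were DMSO vehicle for no effect and reference control for full effect; nearly all actives have a fitted effect of over 55% in size; some results filed as inactive show a strong effect at the top dose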
#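 Galactose (2%) drives FUS expression in yeast precultured in raffinose; seeding density OD 0.005. Test compounds incubated 24hr at 30C and 99% humidity before absorbance at 600 nm was measured.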
# EPAC2 agonist: qHTS for Agonist of cAMP-regulated guanine nucleotide exchange factor 4 (EPAC2): primary screen; EPAC2 activation, biochemical qHTS; response scale: 100% = 6.5 mM cAMP response; Potency, µM (doses to about 154 µM), inactives show top-dose activation, usual class: activators; hit rate 0.079% among 360,000; note: potency is the fitted concentration of half-maximal effect; nearly all actives have a fitted effect of over 50% in size
# Target sequence (Q8WZA2 whole entry, looked up): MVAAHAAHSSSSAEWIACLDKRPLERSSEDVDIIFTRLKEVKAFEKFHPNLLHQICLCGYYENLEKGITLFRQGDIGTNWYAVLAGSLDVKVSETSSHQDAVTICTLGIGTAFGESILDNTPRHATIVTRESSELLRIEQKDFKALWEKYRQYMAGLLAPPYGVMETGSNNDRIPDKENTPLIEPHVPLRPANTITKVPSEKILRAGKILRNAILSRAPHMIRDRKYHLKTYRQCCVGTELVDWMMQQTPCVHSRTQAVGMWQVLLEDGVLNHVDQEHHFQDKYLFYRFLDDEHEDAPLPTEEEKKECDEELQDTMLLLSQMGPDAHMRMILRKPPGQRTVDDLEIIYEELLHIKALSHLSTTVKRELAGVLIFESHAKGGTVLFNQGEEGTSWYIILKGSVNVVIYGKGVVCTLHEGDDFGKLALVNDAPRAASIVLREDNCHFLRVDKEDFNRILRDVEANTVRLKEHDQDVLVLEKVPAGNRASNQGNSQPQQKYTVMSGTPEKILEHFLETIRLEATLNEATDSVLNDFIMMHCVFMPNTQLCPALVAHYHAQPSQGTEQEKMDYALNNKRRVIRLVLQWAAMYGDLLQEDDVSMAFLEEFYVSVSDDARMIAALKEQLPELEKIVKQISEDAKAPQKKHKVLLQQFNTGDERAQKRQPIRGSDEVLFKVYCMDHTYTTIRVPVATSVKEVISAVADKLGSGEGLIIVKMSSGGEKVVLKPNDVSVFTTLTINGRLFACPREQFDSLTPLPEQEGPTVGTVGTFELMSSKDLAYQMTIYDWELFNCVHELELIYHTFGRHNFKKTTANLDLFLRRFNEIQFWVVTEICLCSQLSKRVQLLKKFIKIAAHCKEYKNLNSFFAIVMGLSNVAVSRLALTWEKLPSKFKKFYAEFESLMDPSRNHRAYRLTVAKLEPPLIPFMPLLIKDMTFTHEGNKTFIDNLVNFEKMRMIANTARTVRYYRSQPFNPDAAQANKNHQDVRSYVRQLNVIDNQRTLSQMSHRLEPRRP
#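 Guanine nucleotide exchange by EPAC2 is measured as reduced fluorescence of BODIPY-GDP once it is released from 250 nM Rap1B. Plates are read kinetically for 30 min at room temperature; results are scaled to 6.5 mM cAMP.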
# TDP-43 yeast inh: qHTS of TDP-43 Inhibitors; TDP-43 expressing yeast growth rescue, BacTiter-Glo, 24 h; Potency, µM (doses to about 46.1 µM), for inactives: at the top dose growth rescue (activation), usual class: activators; hit rate 1.8% among 410,000; note: potency is the fitted concentration of half-maximal effect; % of control where 0% means no effect; nearly all actives have a fitted effect of over 50% in size
#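 Growth rescue of TDP-43-toxic yeast measured as ATP luminescence (BacTiter-Glo). Cells grown to mid-log in raffinose, induced in galactose at OD600=0.02, exposed to compound 24 hr at 30 deg C.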
# EPAC2 antagonist: qHTS for Antagonist of cAMP-regulated guanine nucleotide exchange factor 2 (EPAC2): primary screen; AID 720708, 2013; hit rate 0.18% among 360,000; Potency, µM (series often up to 114 µM), for the others: top-dose activity, negative = inhibition, most hits filed as inhibitors; Rap guanine nucleotide exchange factor 4 (Homo sapiens), Q8WZA2; EPAC2 GEF exchange of Rap1B-BODIPY-GDP, fluorescence; note: potency is the fitted concentration of half-maximal effect; % is set by controls: 0 for no effect and ±100 for the full control effect; nearly all actives have a fitted effect of over 45% in size; many of its hits are not listed in these tables
# DRD3 agonist: qHTS of D3 Dopamine Receptor Agonist: qHTS; D(3) dopamine receptor (Homo sapiens), P35462; D3R DiscoveRx beta-arrestin cells, luminescence, 90 min; max activation, %; hit rate 0.58% among 410,000; in the data active = max activation above about 30%; note: 0% is about no effect; mostly tested at two doses, the higher about 12 µM
#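 Agonist-mode cell screen: cells plated at 1500/well and incubated overnight at 37 °C, then exposed to library compounds for 90 min at 37 °C. Detection reagent was added for 30–60 min at room temperature, and luminescence was read.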
# Abeta rescue: qHTS for compounds that reverse cellular toxicity of Amyloid beta (A-beta) peptide in yeast: Primary Screen; yeast expressing A-beta42, growth rescue, OD600, 48 h; response scale: 0% DMSO, 100% iron-clioquinol control; Potency, µM (doses to about 46.1 µM), for inactives: at the top dose growth rescue, usual class: activators; hit rate 0.063% among 410,000; note: potency is the fitted concentration of half-maximal effect; nearly all actives have a fitted effect of over 55% in size
#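 Yeast growth medium received pinned compounds, then yeast cells expressing toxic A-beta were added; plates incubated at 30 C for 48 hr. Growth read as absorbance at 600 nm, normalized to DMSO and equimolar FeCl3 plus clioquinol controls.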
# An asterisk follows results filed as active; ? = inconclusive; . = no result given; [ ] = another dose, or the depositor's remark. Unless noted, calls come from the whole dose curve; as a rule, active = well fitted curve in the direction sought with a large enough effect; inconclusive = small, poorly fitted or top-dose-only effect, or another doubt; inactive = no such curve, though single readings can be large; an effect the other way counts as inactive or inconclusive. A portion of the library; count on the stated rates, not on these rows.
# Under each structure: aSyn yeast inh, DRD3 antagonist, FUS suppressor, EPAC2 agonist, TDP-43 yeast inh, EPAC2 antagonist, DRD3 agonist, Abeta rescue
CC12CC3CC(C)(C1)CC(NCc1ccncc1)(C3)C2
 : 6%, 11, 1%, -6%, 0%, 1%, 2, -1%
Cc1ccccc1NC1c2ccccc2C(=O)N1Cc1ccco1 (stereo unspecified)
 : 2%, 1, 0%, 8%, ?, 32µM*, 0, 13%
COc1ccc(Cn2c(C)c(C)c(C#N)c2NC(=O)Nc2cccc(C)c2)cc1
 : 3%, -3, 8%, -13%, 10%, -1%, -1, 9%
ClC1=CN(C2=NCCC2)CC1
 : -4%, 0, -12%, 7%, 11%, -6%, -3, -12%
CCCS(=O)(=O)c1ccc(COC(=O)c2ccc(NC(C)=O)cc2)cc1
 : 3%, 0, 10%, -19%, -15%, 3%, -3, -5%
CCn1c2ccccc2c2cc(CN3CCN(Cc4ccccc4F)CC3)ccc21
 : ., ., 16%, ., -2%, ., -19, -32%
N#Cc1ccc(C(=O)OCC(=O)Nc2cccc(S(=O)(=O)NC3=NCCC3)c2)cc1
 : -4%, ?, 0%, 4%, -24%, 9%, -2, -21%
Cc1noc(C)c1C(=O)OC(C)C(=O)Nc1ccc2c(c1)OCO2 (stereo unspecified)
 : 1%, 8, 2%, -5%, 3%, -4%, -1, -17%
O=C(N/N=C/c1cccs1)C1CC(=O)N(c2ccccc2)C1 (stereo unspecified)
 : 2%, 19, -2%, 0%, -16%, 8%, 8, 0%
CCn1c(=O)c2cc(C(=O)NCCc3cccc(C)c3)sc2c2ccccc21
 : ., ., -17%, ., 0%, ., -20, -20%
O=C1N(C2CCCC2)C[C@@H]2C[C@@H](c3cccn3-c3ccccn3)N3CCC[C@@]123
 : 0%, -2, 22%, 3%, -15%, 0%, 1, -15%
Cc1ccc(-n2nc3ccc(N)cc3n2)cc1Cl
 : -4%, 9, 2%, 11%, 28%, 1%, -6, -7%
CC(=O)CSc1cc(-c2ccccc2)nc2ncnn12
 : 3%, -2, 4%, 13%, -3%, -21%, 2, 2%
CCN(CCCNC(=O)C1CCC(=O)N1C1CCCC1)c1cccc(C)c1 (stereo unspecified)
 : 1%, -24, 0%, 6%, -3%, 1%, -16, 1%
COc1ccc(C(=O)NCCc2c[nH]c3ccccc23)cc1OC
 : 0%, 0, 12%, 11%, -5%, 2%, 11, -9%
Fc1ccc2c(c1)C(c1cccnc1)=NNC(c1cccs1)=N2
 : 7%, 31, ., -8%, 22%, 0%, 3, 20%
CC(OC(=O)c1cccs1)C(=O)NCCc1ccccc1 (stereo unspecified)
 : 0%, -22, 18%, 3%, -13%, 0%, -8, -6%
CC(C)(C)OC(=O)N1CCC(c2c(C(=O)NCC3CCN(C4CCCC4)C3)cnn2-c2cccc(Cl)c2)CC1 (stereo unspecified)
 : -3%, 0, ?, 3%, -11%, 4%, -5, 4%
CCCCC(=O)Nc1ccccc1C(=O)OCc1cc(=O)n2nc(C3CCCCC3)sc2n1
 : ., ., 8%, ., 12%, ., -14, -8%
O=c1ccc(S(=O)(=O)N2CCCC2)cn1Cc1nc(-c2ccc(F)cc2)no1
 : -8%, 7, 18%, -5%, -13%, -1%, 3, 10%
COCc1nc2ccccc2n1Cc1c(F)cccc1Cl
 : 0%, 7, -1%, 1%, 9%[9.22 µM], 0%, 5, 9%
COc1cc(SC)ccc1C(=O)Nc1cccc(C2OCCCO2)c1
 : -1%, 4, 3%, 18%, 16%, 2%, -1, -5%
CCOC(=O)Cn1cc(/C=N/N2C(=O)C3C4C=CC(C4)C3C2=O)c2ccccc21 (stereo unspecified)
 : 6%, 8, -4%, 9%, -25%, -9%, -4, -27%
CCc1ccc(S(=O)(=O)NCCOc2cccc3cccnc23)cc1
 : 15%, -6, 1%, 15%, 0%, -11%, 4, 9%
S=C(NCc1ccccc1)NCc1ccc(CNC(=S)NCc2ccccc2)cc1
 : -3%, -19, -22%, 10%, 8%, 2%, -2, -1%
CCOC(=O)c1ccccc1NC(=O)/C=C/c1cc(OC)c(OC)c(OC)c1
 : 4%, 9, -7%, -24%, -6%, -6%, 3, -2%
CC1Cc2ccccc2N1Cc1ccc([N+](=O)[O-])cc1 (stereo unspecified)
 : -2%, -6, -1%, 1%, -11%, -16%, -7, 3%
CCCNC(=O)CSc1nccn1Cc1ccco1
 : 0%, -5, -5%, 7%, 6%, 13%, 0, 11%
O=[N+]([O-])c1cc([N+](=O)[O-])c(Oc2ccc(Br)cc2Br)cc1NN1CCCCC1
 : 7%, 7, -15%, 7%, 12%, -7%, 8, -9%
COc1ccc(C(CC(=O)c2ccc(C)cc2)Sc2ccccc2N)cc1 (stereo unspecified)
 : ?, -3, 10%, -1%, 0%, ?, -7, 3%
COCCCn1c(=N)c(C(=O)NCc2cccnc2)cc2c(=O)n3cccc(C)c3nc21
 : ., ., -20%, ., 15%, ., 0, -14%
CC(C)(C)NC(=O)C1CCCN(S(=O)(=O)c2cccc3cccnc23)C1 (stereo unspecified)
 : 1%, -29, 3%, 10%, 23%, 6%, 1, -6%
O=C(CNC(=O)c1cccc(OC(F)F)c1)Nc1ccc(Cl)cc1
 : 3%, ?, 22%, 4%, 0%, 1%, -24, 21%
CC(=O)c1ccc(NC(=O)CN2CCC(NC(=O)c3ccccc3C)CC2)cc1
 : ?, 2, -11%, 2%, 18%, 1%, 3, 7%
O=C(O)CCC1OC(=O)C(O)=C1c1ccccc1 (stereo unspecified)
 : 2%, -27, 4%, 5%, 19%, 21%, -15, -4%
Cc1cc(C(=O)Nc2sc3c(c2C#N)CCC(C(C)(C)C)C3)no1 (stereo unspecified)
 : 1%, -19, -22%, -2%, 1%, -1%, 9, 5%
Cc1cc(NC(=O)C(C)SCC(=O)OCC(=O)N(Cc2ccccc2)C(C)(C)C)no1 (stereo unspecified)
 : 0%, 0, 24%, 1%, 16%, 0%, 3, 5%
O=C(NCCCc1nc2ccccc2n1Cc1ccc(Cl)cc1)C1CCCCC1
 : ., ., 23%, ., -10%, ., -16, -16%
O=C(CSc1ccc(-c2ccco2)nn1)N1CCCCCC1
 : -2%, -20, 26%, 5%, 12%, 3%, -3, -11%
COc1cccc(CNC(=O)CSc2ccc(-c3sc(-c4ccccc4)nc3C)nn2)c1
 : ., ., 28%, ., ?, ., 19, 2%
Cc1cc(C(=O)COc2ccccc2C(N)=O)c(C)n1C
 : 0%, 0, -4%, 10%, 8%[9.22 µM], 6%, -1, -1%
COc1ccc(C2(O)CCN(CCCCOc3ccccc3)CC2)cc1
 : -10%, -90*, 16%, 7%, -9%, -2%, -34, 11%
CCC(CC)NC(=O)COc1ccc(OC)cc1C=O
 : 7%, 14, 5%, -3%, 13%, 0%, 3, 1%
Cc1ccc(OCC(=O)Nc2cccc3c2CCCC3)cc1C
 : 2%, 2, 1%, -8%, 24%, -3%, 1, 10%
O=C(NCc1ccco1)[C@@H]1CSC2c3ccccc3C(=O)N21 (stereo partly specified)
 : -2%, 15, 38%, -2%, 3%, 0%, 5, 11%
Cc1ccc(C(=O)N(Cc2nc(-c3ccc(C)cc3)no2)C(C)C)cc1
 : 1%, 1, -8%, -5%, 13%, 5%, 4, 14%
NC(=O)c1ccsc1NC(=O)COC(=O)CCCOc1ccccc1
 : -11%, -24, 20%, 12%, 17%, -12%, -11, -8%
CCOC(=O)C1(Cc2cccc(Cl)c2)CCCN(C(=O)c2cn[nH]c2)C1 (stereo unspecified)
 : -12%, -4, ., 1%, 9%, -3%, 2, -24%
N#Cc1c(NC(=O)C2CC=CCC2C(=O)O)sc2c1CCCCCC2 (stereo unspecified)
 : -11%, 2, 7%, 2%, -4%, -26%, 0, -3%
Cc1ccc(C)n1-n1cnc2sc3c(c2c1=O)CCC3
 : 8%, -13, 9%, 6%, 21%, 14%, -10, 0%
COc1cccc2[nH]c3c(=O)[nH]cnc3c12
 : -8%, 3, 11%, 3%, -11%, -3%, 12, -8%
CCCC(NC(=O)C(C)NC(=O)CO/N=C1\C=C2CCC3C4CCC(C(C)=O)[C@@]4(C)CCC3[C@@]2(C)CC1)C(=O)O (stereo partly specified)
 : 0%, 11, 32%, 3%, 2%, -16%, 9, 8%

# Ordered by SMILES length (ascending): nine of the compounds above
# Under each structure: aSyn yeast inh, DRD3 antagonist, FUS suppressor, EPAC2 agonist, TDP-43 yeast inh, EPAC2 antagonist, DRD3 agonist, Abeta rescue
CCC(CC)NC(=O)COc1ccc(OC)cc1C=O
 : 7%, 14, 5%, -3%, 13%, 0%, 3, 1%
COc1cccc2[nH]c3c(=O)[nH]cnc3c12
 : -8%, 3, 11%, 3%, -11%, -3%, 12, -8%
Cc1cc(C(=O)COc2ccccc2C(N)=O)c(C)n1C
 : 0%, 0, -4%, 10%, 8%[9.22 µM], 6%, -1, -1%
N#Cc1c(NC(=O)C2CC=CCC2C(=O)O)sc2c1CCCCCC2 (stereo unspecified)
 : -11%, 2, 7%, 2%, -4%, -26%, 0, -3%
O=C(NCCCc1nc2ccccc2n1Cc1ccc(Cl)cc1)C1CCCCC1
 : ., ., 23%, ., -10%, ., -16, -16%
Cc1cc(C(=O)Nc2sc3c(c2C#N)CCC(C(C)(C)C)C3)no1 (stereo unspecified)
 : 1%, -19, -22%, -2%, 1%, -1%, 9, 5%
Cc1ccc(C(=O)N(Cc2nc(-c3ccc(C)cc3)no2)C(C)C)cc1
 : 1%, 1, -8%, -5%, 13%, 5%, 4, 14%
CC(=O)c1ccc(NC(=O)CN2CCC(NC(=O)c3ccccc3C)CC2)cc1
 : ?, 2, -11%, 2%, 18%, 1%, 3, 7%
CCCC(NC(=O)C(C)NC(=O)CO/N=C1\C=C2CCC3C4CCC(C(C)=O)[C@@]4(C)CCC3[C@@]2(C)CC1)C(=O)O (stereo partly specified)
 : 0%, 11, 32%, 3%, 2%, -16%, 9, 8%

# Screening data as filed in PubChem BioAssay.
